Compound activity as filed in PubChem.
ADAM10 inh = ADAM10 inhibition, QFRET primary screen; O14672; recombinant ADAM10, EDANS/DABCYL FRET peptide cleavage, 3 h; inhibition, % at 7 µM; 370,000 tested, 0.62% active;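 active = inhibition above a per-campaign cutoff equal to the mean of compounds falling between control-based bounds plus 3 SD, cut at about 20% in these data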;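 note: 0% = DMSO wells while the 100% control is not disclosed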
NPR2 activator = GC-B (human) receptor activation. activation, % at 10 µM. P20594. 370,000 tested, 0.11% active. HEK293-GC-B cells, CNP EC30, cGMP TR-FRET; 0% at EC30 CNP, 100% saturating CNP;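 active = activation at 10 µM reaching about 35% in either raw or pattern-adjusted values, limit read from the data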
GAA850 FXN act = activators of GAA850 frataxin (FXN) promoter. 360,000 tested, 0.56% active. AID 540364. HEK293 lucGAA850 FXN promoter luciferase reporter, 24 h; percent of 10 µM SAHA response. activation, % at 6 µM;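 active = activation above the average of all compounds screened plus 3 SD, cutoff fixed separately per campaign, cut at about 7.5% in these data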;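 note: 0% = DMSO wells and 100% = 10 µM SAHA wells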
rCAG binder = r(CAG) repeat RNA binding. TO-PRO-1 dye displacement fluorescence. inhibition, % at 3 µM. 370,000 tested, 1.3% active. AID 651821;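 active = inhibition above the plate cutoff, the mean of all test compounds on that plate plus 3 SD, cut at about 35% in these data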;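 note: 0% = DMSO alone and 100% = 100 µM mitoxantrone as full dye displacement; higher means more dye released from RNA so lower well fluorescence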
KLK7 zymogen act = activators of human kallikrein-7 zymogen; activation, % at 7 µM; purified proKLK7, EDANS-DABCYL substrate fluorescence; 100% is mature enzyme control, 0% vehicle; AID 652039; 370,000 tested, 0.9% active;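 active = activation above the mean of all tested compounds plus 3 SD, computed per campaign excluding outliers beyond control limits, cut at about 13% in these data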
Target sequence (P49862 whole entry, looked up): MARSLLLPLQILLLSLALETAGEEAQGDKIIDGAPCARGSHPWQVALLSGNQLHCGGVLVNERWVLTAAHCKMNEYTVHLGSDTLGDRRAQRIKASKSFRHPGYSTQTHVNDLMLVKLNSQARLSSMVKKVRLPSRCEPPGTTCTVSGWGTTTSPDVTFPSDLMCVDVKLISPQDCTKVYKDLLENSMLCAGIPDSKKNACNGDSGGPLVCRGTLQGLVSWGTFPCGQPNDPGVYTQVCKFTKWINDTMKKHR
GC-A act = GC-A (human) enzyme activation; P16066; HEK293 GC-A cells, cGMP TR-FRET, EC30 ANP; 0% at EC30 ANP, 100% saturating ANP; activation, % at 10 µM; 370,000 tested, 0.14% active; AID 1671463; in the data active = activation above about 40%
ARFGAP1 inhibitor = rat ARFGAP1 inhibition. Q62848. 360,000 tested, 0.26% active. inhibition, % at 16.5 µM. Arfgap1-stimulated ARF1 GTP hydrolysis, GDP FP detection;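 active = inhibition above a per-plate limit, mean inhibition of low control wells plus 3 SD, cut at about 25% in these data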;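 note: 0% = DMSO wells with enzyme and 100% = wells lacking Arfgap1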
Target sequence (Q62848 1-136 limits assumed): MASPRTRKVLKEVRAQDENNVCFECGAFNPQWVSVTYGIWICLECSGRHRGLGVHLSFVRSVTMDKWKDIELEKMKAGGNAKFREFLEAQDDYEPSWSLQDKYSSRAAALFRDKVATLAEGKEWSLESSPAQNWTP
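Assay system: purified rat His6-Arfgap1 residues 1-136 (GAP domain); Reagent: human Δ17 ARF1 bound to GTP; Dosing: 16.5 µM single point, 1.26% DMSO; Times: GTP hydrolysis reaction 2 h at 25 °C; Signal: FP, GDP Alexa 633 tracer displaced from anti-GDP antibody, 620/688 nm; Measure: % inhibition from polarization.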
sPLA2-III inh = Blocks human group III sPLA2 activity | QFRET BODIPY PC-A2 liposome hydrolysis, fluorescence | inhibition, % at 12.2 µM | 370,000 tested, 0.56% active;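 active = inhibition above mean plus 3 SD of compounds lying within the high and low control bounds, cut at about 19% in these data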;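 note: 0% = median of test compound wells and 100% = no enzyme DMSO wells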
ASAP1 inh = ASAP1 ArfGAP inhibition; ASAP1-stimulated ARF1 GTP hydrolysis, GDP FP detection; 360,000 tested, 0.19% active; inhibition, % at 16.5 µM; Q9ULH1; in the data active = inhibition above about 25%;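 note: 0% = vehicle with enzyme and substrate and 100% = no enzyme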
DDE Tn6 FP inh = disrupts Tn6 cyclic peptide binding to fibrin D-Dimer-E complex | 370,000 tested, 0.21% active | inhibition, % at 8.3 µM | P02675 | Fibrin DD(E) TRITC-Tn6 fluorescence polarization displacement;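 active = inhibition above a per-campaign cutoff: mean of compounds within control limits plus 3 SD, cut at about 15% in these data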;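 note: 0% = median of all compound wells on the plate and 100% = blocking peptide control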
Target sequence (P02675 whole entry, looked up): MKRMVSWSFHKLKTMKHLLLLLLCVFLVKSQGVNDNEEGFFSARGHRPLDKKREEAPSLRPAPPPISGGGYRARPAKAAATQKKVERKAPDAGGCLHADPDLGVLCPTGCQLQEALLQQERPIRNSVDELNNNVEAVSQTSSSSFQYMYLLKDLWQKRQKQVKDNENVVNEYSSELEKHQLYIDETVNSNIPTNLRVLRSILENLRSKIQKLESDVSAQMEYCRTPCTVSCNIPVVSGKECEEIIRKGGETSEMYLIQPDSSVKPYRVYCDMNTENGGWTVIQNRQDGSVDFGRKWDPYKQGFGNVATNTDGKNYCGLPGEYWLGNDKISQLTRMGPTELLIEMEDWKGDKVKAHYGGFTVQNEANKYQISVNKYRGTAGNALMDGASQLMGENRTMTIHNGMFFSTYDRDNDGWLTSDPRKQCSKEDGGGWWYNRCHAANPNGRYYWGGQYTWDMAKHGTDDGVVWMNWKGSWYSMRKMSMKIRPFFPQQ
Starred values were filed as active, the others as inactive; i = inactive; x = not tested or not shown. Hits appear at their usual frequency; 4.5% or so of the library scored in one or more.

SMILES,ASAP1 inh,DDE Tn6 FP inh,rCAG binder,KLK7 zymogen act,GC-A act,GAA850 FXN act,ADAM10 inh,NPR2 activator,sPLA2-III inh,ARFGAP1 inhibitor
CC(NC(=O)CCNS(=O)(=O)c1cccc2nsnc12)c1ccccc1 (configuration not stated),2,-3,2,0.1,1,0.1,20,10,0,10
Cc1sc2ncn(CC(=O)NCc3ccccn3)c(=O)c2c1S(=O)(=O)N1CCOCC1,4,-1,-2,-0.1,6,1.4,-1,0,3,0
COc1cc(/C=N/n2c(-c3cc(-c4ccccc4)n[nH]3)n[nH]c2=S)ccc1OCc1ccccc1,x,0,58*,3.4,-4,x,-17,-12,16,x
COc1ccc(CCNC(=O)CC2(CC3=NS(=O)(=O)c4ccccc4N3)CCCC2)cc1OC,5,3,-1,0.4,0,0.8,-4,-6,-5,-2
Cc1cc(N2CCC(C)CC2)nc(-n2nc(C)cc2C)n1,1,-7,-6,-0.3,-1,1.3,6,1,2,6
CCOCC(=O)Nc1cccc(NC(C)=O)c1,-7,5,-1,-0.5,2,-0.1,-4,4,-2,5
N#Cc1cnn2cc(CCN3CCOCC3)c(-c3ccc(F)cc3)nc12,-3,0,-5,12,-2,0.9,-157,0,-1,0
CN1C(=O)c2ccccc2Sc2ccc(NC(=O)NC3CC3)cc21,-2,-8,4,0.2,1,-2.9,1,4,0,3
CNc1ncc(C(=O)c2ccc(Cl)c(Cl)c2)s1,-6,-4,0,0.4,-3,5.9,15,-7,0,4
Cc1ccc(C)c(S(=O)(=O)N2CCCOC2CNC(=O)C(=O)NC2CCCC2)c1 (configuration not stated),-3,-9,-5,0.3,1,-1.1,3,3,0,-4
CC(C)(C)c1ccc(N/N=C(\C#N)S(=O)(=O)C(C)(C)C)cc1,5,6,36*,0.2,0,-1.3,-1,3,-6,5
Cc1ccc(N2C(=O)N(CC(=O)NCc3ccccc3Cl)C(=O)C2C)cc1 (configuration not stated),4,2,-2,0.8,-2,1.1,-5,4,0,-6
Cc1nc(-c2ccccc2)sc1-c1nc(-c2ccccc2)ncc1S(=O)(=O)c1ccccc1,-13,-3,4,0.3,-5,-1.5,-6,-2,-3,-8
CC1CCCC(C)N1C(=O)COC(=O)c1ccc(Br)c(S(=O)(=O)N2CCOCC2)c1 (configuration not stated),-8,3,-2,1.4,1,1.6,2,1,0,-9
COc1ccccc1N1CC(C(=O)Nc2nnc(SC)s2)CC1=O (configuration not stated),-8,7,4,-0.7,-1,1.3,-8,-2,-6,-4
CN(C)c1ccc(CN(C(=O)COc2ccc(Br)cc2)C2CCS(=O)(=O)C2)cc1 (configuration not stated),-6,2,3,0.5,-5,-1.7,0,-2,-5,-6
C=CCN=C(NC#N)SCC(=O)NCc1ccccc1,6,1,6,-0.2,3,0.3,1,-1,-8,-1
Cn1ncc([N+](=O)[O-])c1C(=O)Nc1nc2ccccc2n1CCN1CCCCC1,-2,-1,0,0.5,-2,-1.2,-8,-2,-6,-12
Cc1cc(NC(=O)C2CCC2)n(-c2ccccn2)n1,11,-2,-5,-0.3,4,4.9,-2,0,4,7
O=C(Nc1ncn[nH]1)c1ccc(Cl)c(S(=O)(=O)Nc2ccc(Cl)cc2)c1,4,-2,16,0.0,-13,3.3,17,-6,-2,1
Cc1ccc2cc(CCNC(=O)c3cccc([N+](=O)[O-])c3)c(=O)[nH]c2c1,-17,1,-2,0.2,-4,-1.0,-1,-3,-3,15
COc1cc(Cl)ccc1OCc1cc(C(=O)N2CC[C@@H]3CCCC[C@H]3C2)no1,-1,-2,-2,0.8,-2,3.0,2,2,-10,3
C[C@H](O)[C@@H]1C(=O)N2CCc3c([nH]c4c(-c5ccc6c(c5)OCO6)cccc34)[C@@H]2C[C@@H]1N(C)C(=O)OCc1ccccc1,x,-5,16,1.1,-5,x,-9,-4,7,x
O=C1/C(=C/c2ccccc2F)SC(=S)N1CC(=O)N1CCCCC1c1cccnc1 (configuration not stated),5,2,-1,0.4,7,-5.6,4,2,3,14
CC(=O)NCCNC(=O)C1(C)Cc2c(-c3ccccc3)ccnc2O1 (configuration not stated),18,1,0,0.0,5,-0.5,-10,3,7,16
O=C(CCn1c(=O)c2ccccc2n(CC(=O)NCCC2=CCCCC2)c1=O)NCc1ccco1,-2,0,5,-0.2,-5,-1.2,-6,-2,-1,-5
O=C(O)c1cc(NC(=S)NC(=O)C(c2ccccc2)c2ccccc2)ccc1Cl,-1,1,41*,-0.1,2,-0.2,5,-2,-24,-11
O=C1c2ccccc2C(=O)N1c1nccs1,5,4,1,-0.1,3,0.6,-18,-1,7,6
O=C(c1cccs1)N1CC[C@H]2[C@H](CCCN2Cc2ccc(F)cc2)C1,x,7,1,0.3,3,x,-7,6,0,x
COCCCNC(=O)C(F)(F)C(F)(F)C(=O)NCCCOC,-20,3,2,-0.2,0,-1.5,-10,0,2,-1
Cc1ccc(S(=O)(=O)N2CCN(C3CC(=O)N(c4ccc(F)cc4)C3=O)CC2)cc1C (configuration not stated),2,-8,3,0.2,0,2.1,-1,-2,-2,-16
COc1ccc(N2C(=O)CC(N3CCN(c4ccccc4)CC3)C2=O)cc1 (configuration not stated),6,-2,-2,-0.5,1,2.5,5,2,-1,-3
Cn1c(SCC(=O)N(C2CCCCC2)C2CCCCC2)nnc1-c1cccs1,-5,-6,-9,0.2,-7,0.1,-6,4,-3,10
O=C(Cn1cnnn1)OCC(=O)c1ccc(Cl)s1,-2,1,27,-3.4,2,-1.1,-45,0,-3,9
COc1ccc2c(c1)Cc1sc(NC(=O)c3ccco3)nc1-2,17,2,14,-1.1,8,4.2,-17,-3,-9,7
OC(CNCc1ccco1)Cn1c2ccc(Br)cc2c2cc(Br)ccc21 (configuration not stated),11,-5,9,-0.3,-16,-0.9,6,-5,1,5
CCC(NS(=O)(=O)c1c(C)[nH]c(=O)[nH]c1=O)C12CC3CC(CC(C3)C1)C2 (configuration not stated),-5,1,4,0.0,-3,3.8,-2,1,-18,-10
CC(=O)c1cccc(NC(=O)[C@@H](NC(N)=O)C(C)C)c1,-10,-2,1,-0.1,3,2.9,1,1,1,7
O=C(/C=C/c1ccc2c(c1)OCO2)c1ccco1,-1,-7,12,-2.2,-2,5.5,-17,1,-8,-11
CC(C)Cc1nnc(NS(=O)(=O)c2ccc([N+](=O)[O-])cc2)s1,9,-4,14,0.1,-2,-1.5,4,5,-9,-10

Whole records as entered above:
`COc1ccc2c(c1)Cc1sc(NC(=O)c3ccco3)nc1-2` as listed: ASAP1 inh: 17; DDE Tn6 FP inh: 2; rCAG binder: 14; KLK7 zymogen act: -1.1; GC-A act: 8; GAA850 FXN act: 4.2; ADAM10 inh: -17; NPR2 activator: -3; sPLA2-III inh: -9; ARFGAP1 inhibitor: 7
`COc1ccc(N2C(=O)CC(N3CCN(c4ccccc4)CC3)C2=O)cc1` (configuration not stated) as listed: ASAP1 inh: 6; DDE Tn6 FP inh: -2; rCAG binder: -2; KLK7 zymogen act: -0.5; GC-A act: 1; GAA850 FXN act: 2.5; ADAM10 inh: 5; NPR2 activator: 2; sPLA2-III inh: -1; ARFGAP1 inhibitor: -3

Next section.
SMILES,ASAP1 inh,DDE Tn6 FP inh,rCAG binder,KLK7 zymogen act,GC-A act,GAA850 FXN act,ADAM10 inh,NPR2 activator,sPLA2-III inh,ARFGAP1 inhibitor
O=C(Cn1cnc2c(nnn2Cc2ccc(F)cc2)c1=O)NCc1ccc2c(c1)OCO2,17,-1,4,-0.9,3,-1.3,0,-6,-4,1
CCCn1c(NC(=O)CN2C(=O)NC3(CCCC3)C2=O)nc2ccccc21,-4,1,-5,-0.3,0,-1.7,1,3,-5,2
CCCCCNC(=O)c1[nH]c(C(F)(F)F)nc1-c1ccccc1,2,3,2,0.2,2,x,-4,3,-4,19
COc1ccc(C(=O)COC(=O)CCN2C(=O)C3C4CC(C(Br)C4Br)C3C2=O)cc1 (configuration not stated),0,-8,-5,-0.2,2,-1.1,0,0,-21,-3
COc1ccc(CNc2nc(=S)[nH]c3cc(OC)c(OC)cc23)cc1,-7,7,4,0.6,11,1.2,-1,-7,11,-3
CCOC(=O)c1c(NS(C)(=O)=O)sc2c1CCC(C)C2 (configuration not stated),11,-13,48*,0.5,7,2.1,-9,1,-6,12
CCN(Cc1ccccc1)S(=O)(=O)c1cc(C(=O)O)ccc1OC,5,-3,1,-0.9,1,-1.1,-1,1,-6,5
CC(c1ccc(Br)cc1)N1CC23C=CC(O2)C(C(=O)O)C3C1=O (configuration not stated),1,3,1,-0.2,1,1.2,-14,0,1,6
C=CCn1c(CCC(O)COCCC)n[nH]c1=S (configuration not stated),4,-3,-2,0.5,3,0.9,-5,-2,7,-22
O=C(Nc1ccccc1)OCCN1C(=O)CCC12CCC(c1ccc(Cl)cc1)CC2 (configuration not stated),x,13,4,-0.5,-21,x,-1,-22,2,x
C/C(=N\Nc1ccc(C(=O)O)cc1)c1ccc(Cl)s1,-11,-2,10,-0.3,0,4.0,-4,-7,-16,-4
CCC(CO)NCc1ccc(OC2CCCC2)cc1 (configuration not stated),-3,-3,5,0.0,10,-1.9,-14,3,8,0
Cc1cc2oc(=O)cc(CN(C)Cc3ccc(OC(F)F)cc3)c2cc1Cl,-4,-4,0,-0.1,-2,0.7,1,-3,-3,-9
N=c1c(C(=O)NCC2CCCO2)cc2c(=O)n3ccccc3nc2n1Cc1cccnc1 (configuration not stated),4,5,-5,134*,12,-0.4,i,7,-3,10
CC(C)(CO)NS(=O)(=O)c1ccc2c(c1)C(=O)c1cc(S(=O)(=O)NC(C)(C)CO)ccc1-2,5,6,6,-0.3,4,-0.1,-3,2,-19,8
N#Cc1c(NC(=S)NC(=O)c2ccccc2)sc2c1CCC2,-8,-5,18,0.9,4,1.9,-3,-3,14,7
CCN(CC)S(=O)(=O)c1ccc(N2CCOCC2)c(NC(=O)c2cc(-c3ccccn3)nc3ccccc23)c1,5,-4,8,-0.8,0,-9.1,-4,9,-4,-15
CCN(CC(=O)Nc1c(F)cccc1F)C(=O)c1nn(C)c(=O)c2ccccc12,11,-2,0,-0.1,-2,2.1,-11,3,13,8
COc1cccc(N2CCN(c3nc(C)cc(=O)[nH]3)CC2)c1,-3,3,-4,0.8,-3,0.0,-10,-3,3,5
CCCCn1nnnc1C(c1ccccc1)N1CCN(c2ncc(C(F)(F)F)cc2Cl)CC1 (configuration not stated),-9,9,2,0.3,-7,x,6,-1,4,-13
C=CCOc1cc(OC)c(OC)c(OC)c1,-3,-5,-3,0.1,-6,-0.9,-5,-5,3,-9
O=C(CCl)N(Cc1cccc([N+](=O)[O-])c1)c1cccc(Cl)c1,-3,1,-2,0.0,-20,-3.4,-1,-6,-3,-4
CC(C)N1CCc2c(sc(NC(=O)c3nc4ccccc4s3)c2C(N)=O)C1,-13,3,11,-0.9,1,-4.0,-10,-3,-4,14
